Source: PubChem BioAssay
S1P1 ag-PAM = S1P1 agonists and agonism potentiators, primary screen, cell-based, primary and confirmation screens, CRE-bla reporter; Sphingosine 1-phosphate receptor 1 (Homo sapiens), P21453; 0.57% of 56,000 active; S1P1 CRE-bla cells, forskolin, beta-lactamase FRET, potentiator mode; S1P1 agonist co-added at EC20, 2 nM; 100% = saturating reference agonist, 0% = basal; activation, % at 9.5 µM; AID 449, 2006;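 active = activation above a cutoff set at the mean activation of all tested compounds plus 3 SD, cut at about 54% in these data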;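 also: forskolin at 4 µM as EC80 and the EC20 agonist is SEW2871; 100% = SEW2871 at its EC100 plus forskolin at EC80; some compounds past the cut are filed as inactive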
Abs 340nm = compound light absorbance at 340 nm, profiling panel, artefact control, biochemical, MLSMR library, data from PS, PMK, MK assays. compound absorbance at 340 nm, fold over control. fold change at 10 µM. 65,000 tested, under 10 active. AID 708, 2007;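 active = at 10 µM dose, initial 340 nm absorbance at least 2 fold that of control wells; inactive = change under 2 fold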;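 also: initial absorbance extrapolated from kinetic A340 decline of NADH oxidation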
HTR1E antagonist = 5-HT1E receptor antagonists, primary screen, cell-based, HTS; AID 571, 2007; 0.99% of 65,000 active; CHO 5-HT1E Ga15 NFAT-bla reporter, FRET, antagonist; inhibition, % at 6 µM; 5-hydroxytryptamine receptor 1E (Homo sapiens), P28566;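 active = inhibition above a set limit, the mean inhibition across every tested compound plus 3 SD, cut at about 29% in these data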;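 also: signal is the 460 over 535 nm emission ratio of beta-lactamase substrate; 0% = agonist plus DMSO wells and 100% = wells without agonist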
Fluor 339 460 = intrinsic fluorescence of library compounds, ex339/em460 – biochemical, MLSMR library, data from DPM-DC assay, artefact control, profiling panel. 5.5% of 65,000 active. AID 709, 2007. compound autofluorescence, ex339/em460 nm, NADH buffer; active compounds read high; 1 = no-compound wells, NADH background. fluorescence fold increase at 10 µM;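 active = at 10 µM, mean starting fluorescence two-fold or more over control wells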;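 also: signal is the first read of a kinetic run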
Her2 expr inh = inhibitors of Her2 protein expression, primary screen, SKBR-3 cells, AlphaScreen, 66K library; HER2 level % of control, % at 10 µM; Receptor tyrosine-protein kinase erbB-2 (Homo sapiens), P04626; SKBR-3 HER2 protein level, 18-24 h; active compounds read low; 0.69% of 65,000 active;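 active = HER2 level under 5% of the carrier-only control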;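 also: 100% = DMSO carrier and 0% = 500 nM PU-H71 HSP90 inhibitor; lower value means stronger loss of Her2 protein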
Target sequence (P04626 whole entry, looked up): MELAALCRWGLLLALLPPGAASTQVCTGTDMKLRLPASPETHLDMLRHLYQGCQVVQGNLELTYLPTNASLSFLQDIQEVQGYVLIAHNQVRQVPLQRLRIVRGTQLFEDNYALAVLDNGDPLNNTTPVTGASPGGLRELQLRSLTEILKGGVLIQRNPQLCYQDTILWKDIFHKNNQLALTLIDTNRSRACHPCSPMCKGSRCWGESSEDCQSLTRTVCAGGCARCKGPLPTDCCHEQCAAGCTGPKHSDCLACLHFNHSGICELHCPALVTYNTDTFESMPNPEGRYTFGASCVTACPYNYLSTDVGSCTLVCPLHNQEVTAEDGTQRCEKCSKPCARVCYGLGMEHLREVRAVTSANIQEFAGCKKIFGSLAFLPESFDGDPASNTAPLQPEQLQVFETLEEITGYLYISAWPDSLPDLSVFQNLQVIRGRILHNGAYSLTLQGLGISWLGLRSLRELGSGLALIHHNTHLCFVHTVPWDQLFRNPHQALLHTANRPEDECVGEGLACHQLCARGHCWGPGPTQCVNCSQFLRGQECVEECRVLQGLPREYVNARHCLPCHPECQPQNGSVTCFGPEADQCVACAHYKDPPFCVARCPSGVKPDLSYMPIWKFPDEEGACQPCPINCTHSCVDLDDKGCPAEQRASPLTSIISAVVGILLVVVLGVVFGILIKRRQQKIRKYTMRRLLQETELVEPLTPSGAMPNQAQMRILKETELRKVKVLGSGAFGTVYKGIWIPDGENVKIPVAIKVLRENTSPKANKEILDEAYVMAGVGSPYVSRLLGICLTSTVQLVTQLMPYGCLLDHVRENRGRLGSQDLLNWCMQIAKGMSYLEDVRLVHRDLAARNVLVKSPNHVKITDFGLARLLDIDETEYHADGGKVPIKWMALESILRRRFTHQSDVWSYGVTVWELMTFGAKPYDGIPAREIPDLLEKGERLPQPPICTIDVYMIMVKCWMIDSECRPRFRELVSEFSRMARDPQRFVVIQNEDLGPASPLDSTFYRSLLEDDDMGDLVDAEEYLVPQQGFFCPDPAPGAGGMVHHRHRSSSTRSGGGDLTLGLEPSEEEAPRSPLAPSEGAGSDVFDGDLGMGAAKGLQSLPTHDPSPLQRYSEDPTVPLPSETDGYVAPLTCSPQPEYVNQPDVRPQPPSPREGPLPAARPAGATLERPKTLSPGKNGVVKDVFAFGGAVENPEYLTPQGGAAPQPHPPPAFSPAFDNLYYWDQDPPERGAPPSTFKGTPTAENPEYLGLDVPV
S1P3 agonist = human S1P3 receptor agonists, primary screen, cell-based, primary and confirmation, NFAT-BLA reporter | AID 373, 2006 | S1P3 NFAT-BLA reporter cells, agonism, FRET ratio; relative to 1 µM S1P, basal subtracted | Sphingosine 1-phosphate receptor 3 (Homo sapiens), Q99500 | activation, % at 4.5 µM | 0.1% of 60,000 active;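 active = activation above the screen-wide mean plus 3 SD, cut at about 4.5% in these data, passing the limit was not always enough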; also: some compounds called inactive have numbers as strong as hits
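Assay system: CHO cells stably expressing human S1P3, Gα16 and NFAT-β-lactamase reporter. Timing: overnight plating, 4 h compound 37 °C, 2 h substrate RT. Signal: β-lactamase FRET emission ratio 460/535 nm. Measure: percent activation versus median 1 µM S1P response, basal-subtracted, per plate. Repeats: primary screen single test, confirmation screen in triplicate.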
5-HT1A blocker = human 5-HT1a receptor antagonists, primary screen, cell-based, CHO, Ga15 NFAT-bla reporter; 0.68% of 62,000 active; CHO 5-HT1a Ga15 NFAT-bla reporter, antagonist mode; 5-hydroxytryptamine receptor 1A (Homo sapiens), P08908; inhibition, % at 10 µM;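 active = inhibition above the mean of all tested compounds plus 3 SD, cut at about 43% in these data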;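 also: receptor stimulated by 5-CT agonist at 100 nM near EC80; beta-lactamase reporter measured by ratiometric fluorescence of a cleavable substrate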
HTR1E agonist = 5-HT1E receptor agonists, primary screen, cell-based, HTS | 0.69% of 65,000 active | CHO 5-HT1E Ga15 NFAT-bla reporter, FRET; 0% DMSO wells, 100% control agonist wells | AID 574, 2007 | activation, % at 6 µM;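 active = activation above a set limit, the screen-wide mean activation plus 3 SD, cut at about 8.5% in these data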;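 also: 100% = positive control agonist at 1 µM giving full maximal response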
MMP13 inh = human MMP13 inhibitors, primary screen, biochemical, FRET peptide cleavage. Collagenase 3 (Homo sapiens), P45452. MMP-13 fTHP FRET cleavage, Mca fluorescence. inhibition, % at 4 µM. 0.07% of 65,000 active. AID 570, 2006;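 active = inhibition above the mean of compound-free control plate wells plus 3 SD, cut at about 14% in these data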;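 also: 0% = DMSO wells and 100% = wells with reference MMP-13 inhibitor after basal subtraction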
The depositor's hits bear a star; x = not tested or not shown.

SMILES	S1P1 ag-PAM	Abs 340nm	HTR1E antagonist	Fluor 339 460	Her2 expr inh	S1P3 agonist	5-HT1A blocker	HTR1E agonist	MMP13 inh
Cc1ccc2oc(=O)c3cnn(CC(=O)NCCc4ccsc4)c3c2c1	-19	1	-5	1	102	0.4	-2	0.9	4
COC(=O)[C@H](CCSC)NC(=O)NCCC1=CCCCC1	-13	0.97	11	1.1	73	-1.3	-1	-0.5	-8
Cc1cccc(C(=O)NCCN2CCN(c3ccccc3)CC2)c1	-5	1	3	1.1	107	-1.2	-278	-0.1	3
CC(=O)Nc1ccc(C(=O)Nc2ccc(S(=O)(=O)NCC3CCCO3)cc2)cc1 (configuration not stated)	-10	1	0	1	102	0.1	-9	-0.4	2
CCCSc1nc2c(cnn2-c2ccc(Cl)cc2)c(=O)[nH]1	-10	1	0	1.1	128	-0.1	2	-0.8	-4
O=C(COc1ccc(Br)cc1CO)Nc1ccc(F)cc1	7	1	-2	1.1	162	-0.9	-3	0.1	2
O=C1CC(c2ccco2)c2ccc3ccccc3c2N1 (configuration not stated)	-8	1.1	-6	1.2	82	0.9	6	-0.4	-1
COc1cccc(C2CC(=O)NC(SC)=C2C#N)c1 (configuration not stated)	-8	1.1	10	1.1	90	-0.6	1	-1.3	0
O=C(O)CCCCCNC(=O)c1cccc(Br)c1	-2	1.1	1	1.1	97	-1.2	-2	0.2	3
Nc1c(C(=O)c2ccccc2)oc2ccc(Br)cc12	-15	0.99	10	1.4	81	0.2	16	1.9	-5
CC1(C)Cc2ccccc2-c2nnc(SCC(=O)Nc3ccc4c(c3)OCO4)n21	0	0.98	9	1.1	86	0.1	-8	-0.7	4
CC(=O)C1=C(C)NC(=O)NC1c1ccccc1 (configuration not stated)	x	1.1	5	1.1	267	x	-6	-3.3	1
COC(=O)CSc1ncnc2c1sc1nc(-c3ccco3)c3c(c12)CC(C)(C)OC3	9	1	1	1.3	144	11	x	-0.2	-11
CC1=C(C(=O)N(C)Cc2ccccc2)C2(CCC(C)CC2)OC1=O (configuration not stated)	6	1	10	1.1	86	-0.5	10	-0.4	4
O=C(Nc1ccc2c(c1)OCCO2)c1cccnc1	6	1.1	8	1.1	104	0.9	1	0.1	-8
Cc1ccc(S(=O)(=O)c2c(C)nn(C(C)(C)C)c2OC(=O)c2ccc(Br)o2)cc1	25	1	-13	1.1	4.1*	2.9	37	-0.1	7
CSc1nsc(SC)c1C(=O)N1CCN(S(=O)(=O)c2ccc(C)cc2)C1C (configuration not stated)	5	1.1	1	1.1	35	-0.5	8	0.1	-4
O=S(=O)(N=S(N1CCCCC1)N1CCCCC1)c1ccccc1	-19	1	-1	1.1	94	-0.6	-3	-0.5	6
COc1cc(C2C(C(C)=O)=C(O)C(=O)N2c2ccc(Br)cn2)ccc1O (configuration not stated)	10	1.1	10	1.1	100	-2.6	x	0.3	-2
O=c1[nH]cnc2cc(-c3ccccc3)sc12	10	0.99	8	1.1	112	-3.2	x	0.0	-8
CCOc1ccc(OCC)c(NC(=O)CN2CCN(C(=O)c3ccco3)CC2)c1	0	0.99	-4	1.1	86	0.1	-8	0.5	-9
COC(=O)C1C2C=CC3(CN(CCc4ccccc4)C(=O)C13)O2 (configuration not stated)	0	1	-2	1.1	96	-0.3	2	0.1	2
COc1ccc(OC)c(S(=O)(=O)NCCC2=CCCCC2)c1	4	0.99	-3	1	92	-0.2	8	0.2	4
O=C(CCCSc1nc(-c2ccco2)cc(C(F)(F)F)n1)Nc1ccc2c(c1)OCO2	11	1.1	15	1.1	69	0.6	4	-0.1	3
Cn1c(SCC(=O)NCCc2ccccc2)nnc1-c1ccncc1	-26	1	5	1.1	94	-0.7	-2	0.2	5

The closing two compounds of the section above open the next one:
SMILES	S1P1 ag-PAM	Abs 340nm	HTR1E antagonist	Fluor 339 460	Her2 expr inh	S1P3 agonist	5-HT1A blocker	HTR1E agonist	MMP13 inh
O=C(CCCSc1nc(-c2ccco2)cc(C(F)(F)F)n1)Nc1ccc2c(c1)OCO2	11	1.1	15	1.1	69	0.6	4	-0.1	3
Cn1c(SCC(=O)NCCc2ccccc2)nnc1-c1ccncc1	-26	1	5	1.1	94	-0.7	-2	0.2	5
O=C(CSc1nnc(-c2ccco2)n1-c1ccccc1)NCc1ccc2c(c1)OCO2	x	1	12	1.1	157	-0.4	4	-1.0	2
CC(C)(C)n1ncc2c(=O)n(CC(=O)N3CCCCCC3)cnc21	-12	0.98	-2	1.1	77	-0.6	-15	1.7	2
COCCn1nnnc1C(c1ccccc1OC)N1CCN(c2ccccc2)CC1 (configuration not stated)	-3	1	-5	1.1	120	-1.2	5	0.8	-4
C=CCNC(=O)c1ccccc1NC(=O)c1ccccc1	x	1	-8	1.1	82	-0.1	0	0.8	-1
CCOC(=O)n1c(=O)oc2cc(S(=O)(=O)N3CCCCC3)ccc21	6	0.99	3	1.1	88	0.7	-7	1.3	2
O=C(NCC1CCCO1)c1cc2c(s1)CS(=O)(=O)C2 (configuration not stated)	-10	1	-5	1.1	118	0.4	10	-0.1	-3
NC(=O)CSc1nc2c(sc3ccccc32)c(=O)n1CCCN1CCOCC1	-25	1.1	4	1.1	104	-0.4	-8	-0.3	1
COc1cc(NC(=O)c2cc(-c3cccs3)on2)cc(OC)c1OC	-8	1	6	1.1	79	-0.5	1	-0.4	3
CCn1c(SCC(=O)c2ccc(Cl)cc2)nnc1-c1ccoc1C	-33	0.97	-5	1	68	3.0	3	0.4	-9
O=C(C(Cc1ccccc1)n1cccc1)N1CCN(C2CCCCC2)CC1 (configuration not stated)	-24	1	0	1.1	72	-1.6	24	0.3	8
COc1ccc(CNC(=O)C(C)NC(=O)c2cc3ccccc3o2)cc1 (configuration not stated)	-3	0.99	8	1.1	67	-1.3	11	-0.1	0
CCOC(=O)N1CCN(C(=O)c2ccc(C)c(S(=O)(=O)Nc3cccc(C)c3C)c2)CC1	x	1	18	1.1	80	-0.1	-4	-0.1	4
CCOc1ccc(Cc2nc(C)c(CC(=O)N3CCCCC3)c(=O)[nH]2)cc1	5	1	-1	0.92	101	-0.6	-6	0.0	1
COc1ccc(CCNC(=O)c2noc3c2CCCC3)cc1OC	-11	0.99	-3	0.89	85	0.0	-18	-0.9	0
O=C(OC1CCOC1=O)c1ccc2ncsc2c1 (configuration not stated)	1	0.98	-2	1	113	1.2	1	-0.3	-3
CCc1nnc2sc(-c3ccc(NC(=O)c4ccco4)cc3)nn12	-2	1.1	17	1.2	95	-1.2	0	0.5	-3
CCC(=O)Nc1nonc1-c1nc2ccccc2n1Cc1ccc(Cl)c(Cl)c1	-7	1	2	2.2*	75	-1.6	-7	-0.1	6
O=C1CN2C(=Nc3ccc(Br)cc3C2c2ccccc2)CCN1 (configuration not stated)	2	1.1	4	1.1	126	-1.3	-2	0.1	1
Cc1nc2c([nH]c3ccc(Br)cc32)s1	-18	1	11	1.2	104	-1.0	14	0.4	8
CNCc1cc2ccc(C)cc2[nH]c1=O	-5	1	-2	1.4	123	0.0	3	-0.1	-8
COc1ccc(Cl)cc1N(C)C(=O)CCc1nc(-c2ccc(C)cc2)no1	-21	1	5	0.98	97	-0.8	16	-0.4	-6
O=C(COc1ccc(=O)n(-c2ccccc2)n1)Nc1ccccc1	-28	1	4	1.1	82	-1.3	-7	0.2	2
COc1ccc(NS(=O)(=O)c2ccc(N)c(C(=O)O)c2)cc1	-27	1	-1	1.1	102	0.0	-9	-0.1	0
CN1CCc2c(sc3c2c(=O)n(-c2cccc(Cl)c2)c2nncn32)C1	-11	0.98	-6	1	90	-1.3	-8	0.0	-5
CCOc1ccc(NS(=O)(=O)N(C)C)cc1	x	1	-9	1.2	90	-0.6	1	1.4	0
CC1(C)Cc2c(sc(NC(=O)c3ccco3)c2C#N)C(C)(C)N1	-11	1.1	6	1	90	-0.5	12	0.2	4
CN(C)C(=O)Nc1cnc2ccccc2c1	-1	1	4	0.59	115	-0.5	-6	-0.5	2
Cc1cccc(-n2ncc3c(NCc4ccccn4)ncnc32)c1	-5	1	3	1.1	104	0.8	11	0.6	-22

Reformatted with bars between the fields: part of the list above
compound | S1P1 ag-PAM | Abs 340nm | HTR1E antagonist | Fluor 339 460 | Her2 expr inh | S1P3 agonist | 5-HT1A blocker | HTR1E agonist | MMP13 inh
C=CCNC(=O)c1ccccc1NC(=O)c1ccccc1 | x | 1 | -8 | 1.1 | 82 | -0.1 | 0 | 0.8 | -1
O=C(COc1ccc(Br)cc1CO)Nc1ccc(F)cc1 | 7 | 1 | -2 | 1.1 | 162 | -0.9 | -3 | 0.1 | 2
O=C(CCCSc1nc(-c2ccco2)cc(C(F)(F)F)n1)Nc1ccc2c(c1)OCO2 | 11 | 1.1 | 15 | 1.1 | 69 | 0.6 | 4 | -0.1 | 3
O=C1CC(c2ccco2)c2ccc3ccccc3c2N1 (configuration not stated) | -8 | 1.1 | -6 | 1.2 | 82 | 0.9 | 6 | -0.4 | -1
NC(=O)CSc1nc2c(sc3ccccc32)c(=O)n1CCCN1CCOCC1 | -25 | 1.1 | 4 | 1.1 | 104 | -0.4 | -8 | -0.3 | 1
CCOc1ccc(NS(=O)(=O)N(C)C)cc1 | x | 1 | -9 | 1.2 | 90 | -0.6 | 1 | 1.4 | 0
